# Screening results (PubChem BioAssay)
# TcdB inh: blocks C. difficile toxin B glycohydrolase activity. P18177. TcdB glycohydrolase enzymatic assay, plate reader. inhibition, % at 9.99 µM. 0.24% of 350,000 active. AID 652162; in the data active = inhibition above about 10%
# GDH-TPI counter: inhibits GDH-TPI coupling enzymes, artifact for Mtb FBA screen; AID 588335; inhibition, % at 4.8 µM; GDH-TPI coupled enzyme counterscreen, NADH absorbance; 1.2% of 360,000 active; in the data active = inhibition above about 30%;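 also: 0% = DMSO wells and 100% = wells lacking the enzyme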
# BH1578 lux ind: quorum light induction in luxS cqsA deficient V. cholerae | V. cholerae BH1578 lux reporter, luminescence, 6 h | activation, % at 18.7 µM | 0.16% of 350,000 active | AID 588436; in the data active = activation mostly above about 9.7%, no sharp cut-off; also: not every result past the cut was called active; inactives centre near 0; reference of the scale not given here
# FadD28 FP inh: blocks FadD28 binding to the bisubstrate probe | fluorescence polarization | inhibition, % at 12.5 µM | 0.22% of 360,000 active | AID 588549; in the data active = inhibition above about 8.5%, passing the limit was not always enough
# BioA inh: BioA (M. tuberculosis) enzyme inhibition; purified M. tuberculosis BioA enzyme, plate reader; AID 602481; 0.096% of 360,000 active; inhibition, % at 9.99 µM; in the data active = inhibition above about 40%
# FBA Mtb inh: Mtb fructose-bisphosphate aldolase inhibition; inhibition, % at 1 µM; purified M. tuberculosis FBA, fluorescence read-out; 2.3% of 360,000 active; P9WQA3; in the data active = inhibition above about 27%;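 also: 0% = vehicle and 100% = reference inhibitor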
# Y pestis TopoI: inhibitors of Yersinia pestis topoisomerase I | AID 504884 | Y. pestis Topo-I cleavage product accumulation, plate reader | activity, % at 10 µM | 0.064% of 360,000 active; in the data active = activity above about 50%, passing the limit was not always enough; also: inactives centre near 2
# Mtb UGM inh: inhibitors of M. tuberculosis UDP-galactopyranose mutase | P9WIQ1 | purified UGM, fluorescence polarization probe displacement | inhibition, % at 10 µM | 0.06% of 320,000 active | AID 504406; in the data active = inhibition above about 10%, passing the limit was not always enough
# PfHsp40 yeast: compounds rescuing yeast from Plasmodium falciparum HSP40 toxicity; S. cerevisiae expressing PfHsp40, growth rescue, ATP luminescence; AID 504582; 0.68% of 340,000 active; growth rescue, % at 12.5 µM; in the data active = growth rescue above about 28%, passing the limit was not always enough;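 also: yeast W303a lacking pdr1 and pdr3 grown in galactose medium; growth measured after three days at 30 °C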
# * hit, by the source's call; i = inactive; x = not tested or not shown; & = joins results of further samples.
SMILES,TcdB inh,GDH-TPI counter,BH1578 lux ind,FadD28 FP inh,BioA inh,FBA Mtb inh,Y pestis TopoI,Mtb UGM inh,PfHsp40 yeast
Cn1c(=O)c2c(nc(NC(Cc3ccccc3)C(=O)O)n2Cc2ccccc2)n(C)c1=O (centres undefined),x,1,0.4,0.4,1.0,9,-6,2.2,-0.3
Cc1cccc(NC(=O)N2CCCC(CNC(=O)c3ccccc3Cl)C2)c1C (centres undefined),3.1,-10,-20,-2.8,0.0,1,-3,1.5,-0.4
CCc1cccc(NC(=O)Cn2c(-c3ccccc3)cc(C(C)=O)c2C)c1,x,4,-0.1,-0.6,x,-1,18,-5.2,1.2
Cc1nc(SCC(=O)Nc2ccc3c(c2)OCO3)c(C#N)c2c1CCCC2,x,5,2.4,-3.6,-1.2,2,7,-0.9,-1.1
C=CCn1c(C(O)c2ccccc2)nc2ccccc21 (centres undefined),0.3,7,i,0.0,-2.2,1,1,-2.2,0.6
COc1ccc(CCNc2nnc(C)c(=O)[nH]2)cc1OC,x,2,i,-0.6,-1.6,-1,8,0.5,-0.1
CCCCn1c(SCc2ccccn2)nc2c1c(=O)n(C)c(=O)n2C,x,-5,x,-3.5,1.3,2,-8,3.3,0.1
CC(C)Cc1nc2oc3c(=O)[nH]cnc3c2c2c1CCC2,x,11,i,-1.0,x,18,-3,2.0,-0.6
O=C1NC2(CCCCC2)C(=O)N1Cc1cccc(C(F)(F)F)c1,-0.5,5,-1.2,0.1,-6.5,-1,-8,3.4,0.4
Cc1snc(SCc2ccc(Cl)cc2)c1C#N,-4.4,-4,i,-2.7,x,-2,39,0.9,5.5
CC(=O)c1cc(C)ccc1OC(=O)c1ccco1,-0.5,3,i,-1.3,-0.2,4,1,-1.3,-1.8
COc1ccc(C(=O)COC(=O)CCS(=O)(=O)c2ccc(C)cc2)c(OC)c1,-0.9,17,-0.3,-4.5,x,-3,37,-1.6,0.3
CCC1CCCCN1CCCNC(=O)c1ccc(N2CCOCC2)c(NS(=O)(=O)c2ccc(OC)cc2)c1 (centres undefined),-1.0,0,-0.4,-0.2,x,4,-5,-1.3,-0.4
CCCCOC(=O)NC1CCS(=O)(=O)C1 (centres undefined),x,6,i,-0.7,-0.1,-1,3,-1.1,-1.9
CCCc1cc(C(=O)Nc2sc(C(C)=O)c(C)c2C(=O)OCC)no1,4.4,7,-0.6,-0.5,-1.8,0,-3,-0.4,-0.3
CCNc1c(NS(=O)(=O)c2ccc(F)c(Cl)c2)c(=O)oc2ccccc12,1.3,3,-4.0,-3.4,-1.3,-7,-3,0.7,0.6
COc1cc(/C=C(/Sc2nnc(-c3ccc(F)cc3)o2)C(=O)O)ccc1OC(F)F,1.1,20,0.0,-1.0,-0.8,2,-1,0.2,-0.2
COc1ccc(OC)c(S(=O)(=O)Nc2ccc(C)c(C)c2)c1,x,3,i,-1.9,2.5,3,4,-4.4,1.7
COC(=O)/C(=C/c1ccccc1)NC(=O)c1ccco1,x,7,i,0.3,-1.7,0,1,-4.3,-0.3
Cc1cc(C(C)(C)C)cc(C)c1C[n+]1ccc2ccccc2c1,1.8,5,i,-2.4,3.2,0,-3,3.9,1.9
O=C(C[n+]1cc(Br)cc(Br)c1)c1ccc(-c2ccccc2)cc1,0.5,4,-0.6,x,-0.7,0,2,-0.4,-1.4
CC(=O)N1CCN(c2ccc(Oc3ncnc4sccc34)cc2)CC1,x,5,-0.3,1.1,6.9,-1,-1,0.0,-0.2
CCOC(=O)c1c(NC(=O)COc2ccccc2)sc2c1CC(C)(C)NC2(C)C,1.2,5,-0.3,-2.3,x,-1,7,-2.0,24
O=C(/C=C/c1ccc(Cl)cc1)NCCN1CCOCC1,x,-1,-3.8,1.4,-4.2,0,-6,5.3,0.3
COc1ccc(-c2[nH]c(-c3ccc(SC)cc3)nc2SCC(=O)Nc2nccs2)cc1,0.4,9,-0.2,-2.6,x,4,-16,0.6,1.6

# Continuation.
SMILES,TcdB inh,GDH-TPI counter,BH1578 lux ind,FadD28 FP inh,BioA inh,FBA Mtb inh,Y pestis TopoI,Mtb UGM inh,PfHsp40 yeast
Cc1n[nH]c(C)c1S(=O)(=O)N1CCN(c2ccccn2)CC1,x,12,0.7,-0.1,3.1,8,3,-2.1,1.8
O=[N+]([O-])c1ccc2nc(NS(=O)(=O)c3ccc(F)cc3)sc2c1,0.2,27,-0.1,1.9,x,-2,-12,-0.1,-0.3
Cn1c(=O)c2ccccc2n2c(=S)[nH]nc12,2.6,4,-0.4,1.3,-4.3,7,-4,1.8,-0.2
CCOC(=O)CC1c2ccccc2-n2nncc2CN1C (centres undefined),0.4,3,-1.8,-0.6,0.0,-2,0,x,-0.6
CCC(C)C(=O)Nc1nnc(SCC(=O)N2C(C)CCCC2C)s1 (centres undefined),-2.1,1,-0.5,0.9,-1.9,-1,13,0.2,0.2
CC1CCC(=NO)C(=NO)C1 (centres undefined),2.9,0,0.8,-2.8,-1.8,-2,2,x,-0.8
COc1ccc(N(C)S(=O)(=O)c2ccc(C)cc2)c([N+](=O)[O-])c1,1.7,9,-0.2,3.1,x,0,7,3.6,0.7
CC(C)(C)CC(C)(C)NC(=O)c1ccc2snnc2c1,1.5,2,-0.7,-4.1,1.7,1,5,-1.3,1.4
CCOc1ccccc1CN1C2CCC1CC(c1ccc(C)cc1)C2 (centres undefined),3.0,3,i,-0.4,-1.5,4,15,-1.9,-1.6
CCOC(=O)c1cc(S(=O)(=O)NCCc2ccccc2)cn1C,-0.1,13,-0.2,-1.9,-0.4,1,2,0.6,-0.9
CN1CCN(C(=O)C2=C[C@H](c3ccc(C(F)(F)F)cc3)C[C@H](OCc3ccc(CO)cc3)O2)CC1,-13&1.0,2,-9.1,-5.8,0.1&0.8,-1,14,-2.7,0.5
COc1ccc(NS(=O)(=O)c2cccc3nonc23)c(OC)c1,1.3,4,-0.2,-1.5,0.5,0,-3,-2.4,-1.6
Cc1cc(C(=O)N/N=C/c2ccccc2)c(C)o1,0.4,4,0.2,-1.9,0.7,0,-4,0.3,-1.5
O=C(COC(=O)c1cc(S(=O)(=O)N2CCOCC2)ccc1F)Nc1c(Cl)cccc1C(F)(F)F,1.8,0,-0.7,-2.1,x,1,-7,3.4,x
C=CCC1(O)C(=O)Nc2ccccc21 (centres undefined),x,18,x,0.5,-0.5,-1,8,1.9,55*
O=[N+]([O-])c1ccccc1Nc1ccccc1,-0.5,1,0.1,-0.3,x,-4,3,-2.7,-0.8
CCN(CC(=O)NC1CCCCCC1)S(=O)(=O)c1ccccc1,x,4,-0.1,-1.0,x,1,4,1.0,-0.2
O=C(c1ccc(S(=O)(=O)N2CCOCC2)cc1)N1CCN(C2=NS(=O)(=O)c3ccccc32)CC1,x,8,-0.2,-2.2,-0.8,2,0,-1.2,0.5
CC(NC(=O)COC(=O)CNC(=O)c1ccc(-c2ccccc2)cc1)c1ccccc1 (centres undefined),-1.3,-4,i,-3.0,x,4,24,1.8,0.5
CCSc1ccc(-c2cccc([N+](=O)[O-])c2)nn1,0.2,-1,i,-0.2,-0.8,1,2,-0.4,1.7
Cc1cccc(NC(=S)NCCc2ccc(Cl)cc2)c1C,-0.1,6,-0.6,-1.3,0.6,4,4,-1.0,0.0
Cc1csc(C)[n+]1CC(=O)c1ccccc1,-4.9,-4,0.4,-0.1,-3.3,4,-4,-0.5,2.2
COc1ccc(NC(=O)CSc2nccn2Cc2ccco2)c(OC)c1,-0.9,4,-0.4,-2.1,0.4,-2,-3,-0.1,0.4
C/C(=N\NC(=O)c1cccc(Br)c1)c1ccc(Br)cc1,x,-6,-3.8,-0.2,-0.3,6,5,-1.5,0.5
CC1Cn2c(nnc2-c2cccc(Cl)c2)S1 (centres undefined),0.6,-4,i,-1.6,2.5,0,-7,-1.0,-2.0

# Going on with the list.
SMILES,TcdB inh,GDH-TPI counter,BH1578 lux ind,FadD28 FP inh,BioA inh,FBA Mtb inh,Y pestis TopoI,Mtb UGM inh,PfHsp40 yeast
Cc1c(NC(=O)C(C)OC(=O)CNC(=O)c2ccccc2)c(=O)n(-c2ccccc2)n1C (centres undefined),x,-17,-0.5,-3.6,-2.2,-3,1,1.6,-1.0
CN(C)CCNc1nc2sc3c(c2c(=O)n1Cc1ccccc1)CCCCC3,0.5,5,-0.4,-0.8,x,2,-13,x,-1.3
COc1ccc(OC)c(S(=O)(=O)N2CCC(C(=O)N3CCN(c4ccc(F)cc4)CC3)CC2)c1,1.5,2,0.8,0.9,-3.3,5,27,-1.6,-1.6
C=CCNCCOCCOc1ccc(Cl)cc1C(C)(C)C,x,9,i,-1.3,x,2,-5,-1.5,0.3
C/C=C/Cn1c(Br)nc2c1c(=O)n(C)c(=O)n2C,-0.5,-3,-0.4,-2.0,1.8,-4,-5,-2.1,-1.0
Cc1ccccc1OCCCC(=O)NC1CCCCC1,-0.5,13,-0.4,-0.9,-0.4,0,2,2.3,-0.4
COc1ccc(S(=O)(=O)N2CCCCC2)cc1NC(=O)C1CSC2(C)CCC(=O)N12 (centres undefined),0.3,10,-6.7,-0.6,0.5,2,10,2.8,-0.1
OC[C@H]1O[C@@](CO)(O[C@H]2O[C@H](CO)[C@@H](O)[C@H](O)[C@H]2O)[C@@H](O[C@H]2O[C@H](CO)[C@@H](O)[C@H](O)[C@H]2O)[C@@H]1O,1.3,9,-0.3,-2.5,0.3,-1,-7,x,-0.3
COc1ccccc1C(O)c1ncc(-c2ccccc2C)[nH]1 (centres undefined),0.7,3,-0.4,-2.4,0.2,-1,4,x,x
O=c1[nH][nH]c(-c2ccccc2O)c1C(C[N+](=O)[O-])c1ccc(Br)cc1 (centres undefined),-15,0,-0.2,-35,0.5,-1,-3,-1.5,2.5
COc1ccc(OC)c(NC(=S)NCc2cccnc2)c1,-0.5,7,i,-0.1,1.0,2,2,3.9,-1.0
Cc1cc(C(=O)NC(C)C2CC2)c(Cl)cc1Cl (centres undefined),0.6,-4,0.0,-0.5,-1.2,4,3,-1.1,-1.7
CCc1ccc(NC(=S)N2CCCC2)cc1,0.6,-3,-0.5,-1.0,-0.3,2,5,-2.1,0.7
CCOC(=O)c1sc(/N=C/N(C)C)c(C(=O)OCC)c1C,x,21,-0.4,-2.8,0.4,0,0,3.0,0.8
CCOC(=O)N1CCC(N2Cc3cccc(C(=O)N4CC(C)CC(C)C4)c3C2=O)CC1 (centres undefined),x,6,-0.6,-4.8,x,-5,-7,3.9,1.6
O=C(NC(Cc1c[nH]c2ccccc12)C(=O)O)c1ccco1 (centres undefined),x,6,3.2,0.9,-0.7,1,13,-0.4,0.5
Cn1nccc1C(=O)N1CCOCC1,-3.0,3,-0.8,-0.1,-2.2,-1,-4,-2.3,-0.4
CCN(C[C@H]1N[C@@](Cc2ccccc2)(C(=O)OC)[C@H]2C(=O)N(C)C(=O)[C@@H]12)S(=O)(=O)c1ccccc1,-1.5,5,-1.0,-1.9,-0.8,2,18,0.4,1.2
CSc1nc(N)c(C#N)c(-c2ccc(Cl)cc2)c1C#N,x,33*,-0.5,-8.9,-1.8,4,-13,0.0,-0.9

# Among those listed so far, these contain an aryl thioether with sulfur outside any ring.
SMILES,TcdB inh,GDH-TPI counter,BH1578 lux ind,FadD28 FP inh,BioA inh,FBA Mtb inh,Y pestis TopoI,Mtb UGM inh,PfHsp40 yeast
Cc1nc(SCC(=O)Nc2ccc3c(c2)OCO3)c(C#N)c2c1CCCC2,x,5,2.4,-3.6,-1.2,2,7,-0.9,-1.1
CCCCn1c(SCc2ccccn2)nc2c1c(=O)n(C)c(=O)n2C,x,-5,x,-3.5,1.3,2,-8,3.3,0.1
Cc1snc(SCc2ccc(Cl)cc2)c1C#N,-4.4,-4,i,-2.7,x,-2,39,0.9,5.5
COc1cc(/C=C(/Sc2nnc(-c3ccc(F)cc3)o2)C(=O)O)ccc1OC(F)F,1.1,20,0.0,-1.0,-0.8,2,-1,0.2,-0.2
COc1ccc(-c2[nH]c(-c3ccc(SC)cc3)nc2SCC(=O)Nc2nccs2)cc1,0.4,9,-0.2,-2.6,x,4,-16,0.6,1.6
CCC(C)C(=O)Nc1nnc(SCC(=O)N2C(C)CCCC2C)s1 (centres undefined),-2.1,1,-0.5,0.9,-1.9,-1,13,0.2,0.2
CCSc1ccc(-c2cccc([N+](=O)[O-])c2)nn1,0.2,-1,i,-0.2,-0.8,1,2,-0.4,1.7
COc1ccc(NC(=O)CSc2nccn2Cc2ccco2)c(OC)c1,-0.9,4,-0.4,-2.1,0.4,-2,-3,-0.1,0.4
CSc1nc(N)c(C#N)c(-c2ccc(Cl)cc2)c1C#N,x,33*,-0.5,-8.9,-1.8,4,-13,0.0,-0.9
